PAX8 reporter = inhibitors of PAX8 transcriptional activity in RMG-I cells. inhibition, % at 12.6 µM. actives 1.2% (n = 360,000). RMG-I TPO-luciferase reporter, SteadyGlo, 24 h;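 active = mean replicate inhibition at least 60% with every replicate also reaching 60%; inconclusive = only one of the two criteria is met; inactive = mean below 60% and not all replicates reaching 60%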;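 note: luciferase light reporting Pax8 driven TPO promoter activity; plate controls were median of neutral control wells for no effect and mitoxantrone controls for full effect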
ARNT-TACC3 inh = disruptors of human ARNT/TACC3 interaction; AlphaScreen His-ARNT PAS-B/GST-TACC3 binding, luminescence; TACC3 fragment carries E629A point mutation; inhibition, % at 9.99 µM; actives 0.66% (n = 390,000); Q9Y6A5;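 active = mean inhibition of replicates at least 50% and at least half of replicates each reaching 50%; inconclusive = half or more replicates reach 50% but mean below 50%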;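 note: 0% = complete ARNT plus TACC3 wells and 100% = ARNT alone without TACC3; many hits fall short of the cut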
XiGFP reactiv = reactivates the inactive X chromosome in mouse fibroblasts. XiGFP mouse fibroblasts, % GFP-positive cells imaging, 3 d; cells co-treated with 5-aza-dC sensitizer; scaled so ellipticine positive control = 100%. actives 0.055% (n = 360,000). activation, % at 7.58 µM;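 active = mean normalized replicate activation at least 10% and every replicate at or above 10%; inconclusive = only one of the two criteria met; inactive = mean below 10% and not all replicates reach 10%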;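 note: 0% = median of on-plate neutral control wells and 100% = ellipticine 6 µM median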
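Material: SV40-immortalized XiGFP fibroblast cells, line 68-5-11 | Buffer or medium: DMEM containing 5-aza-dC | Dosing: One concentration, pinned | Times: 3 d treatment, 15 min room-temperature fixation | Controls: Ellipticine 6 µM positive control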
DENV2 CPE rescue = DENV2-induced cell death inhibition; AID 651640; CPE inhibition, % at 9.99 µM; actives 1.7% (n = 350,000); DENV2-infected cells, cytopathic effect rescue, plate reader; in the data active = CPE inhibition above about 20%, passing the limit was not always enough; inconclusive = no clear call, values can overlap the other calls; tested in BHK-21 cells;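 note: 0% = median of neutral control wells and 100% = median of positive control wells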
ERp5 block = inhibitors of human ERp5. ERp5 insulin aggregation, absorbance 650 nm, 90 min. actives 0.05% (n = 350,000). AID 651711. inhibition, % at 9.99 µM;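 active = mean replicate inhibition above about 25%, with every replicate also reaching it, limit read from the data, passing the limit was not always enough; inconclusive = only one of those two criteria met; inactive = neither criterion met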
Target sequence (Q15084 whole entry, looked up): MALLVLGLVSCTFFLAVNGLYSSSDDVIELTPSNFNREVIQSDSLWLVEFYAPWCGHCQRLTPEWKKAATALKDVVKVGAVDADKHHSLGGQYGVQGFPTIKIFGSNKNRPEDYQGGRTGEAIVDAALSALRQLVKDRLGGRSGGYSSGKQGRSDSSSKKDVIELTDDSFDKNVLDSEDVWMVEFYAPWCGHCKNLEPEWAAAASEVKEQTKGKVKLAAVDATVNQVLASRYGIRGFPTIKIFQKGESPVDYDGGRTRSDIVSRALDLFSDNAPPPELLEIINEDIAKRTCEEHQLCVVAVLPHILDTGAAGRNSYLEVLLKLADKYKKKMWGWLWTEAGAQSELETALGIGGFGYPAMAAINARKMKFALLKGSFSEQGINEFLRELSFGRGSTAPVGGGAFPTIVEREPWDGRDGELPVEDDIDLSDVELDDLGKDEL
EWS-Fli inh = inhibitors of EWS/Fli oncoprotein transcriptional activity. A673 NR0B1-luciferase reporter, viability-normalised. inhibition, % at 12.6 µM. actives 0.67% (n = 350,000);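 active = mean inhibition of at least 50% after viability correction, with every replicate also passing that limit; inconclusive = mean reaches 50% but only one of two replicates passes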;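 note: firefly luciferase signal divided by Alamar Blue viability fluorescence both relative to DMSO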
INS-1E GSIS act = primary screen for activators of insulin secretion dependent on glucose, INS-1E cells, GLuc reporter luminescence; INS-1E GLuc reporter insulin secretion, 2-3 h; activation, % at 16.6 µM; actives 0.61% (n = 370,000);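 active = lowest replicate activation of at least 40%, so every replicate reaches that level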;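 note: 0% = median of neutral control wells and 100% = median of IBMX positive control wells; some compounds called inactive have numbers as strong as hits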
CFTR F508del cor = correctors of CFTR F508del function in bronchial epithelial cells | activity (quench increase), % at 7.58 µM | actives 0.36% (n = 350,000) | CFBE cells, YFP halide quenching; stimulated with forskolin plus potentiator P3; % fluorescence drop versus neutral controls;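 active = mean added fluorescence quench of at least 8% versus neutral control, with both replicates also reaching 8%; inconclusive = only one of the mean or replicate conditions met; inactive = mean below 8% and not both replicates reaching 8%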;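 note: cells transiently co-express mutant CFTR-F508del with the halide-sensitive YFP; corrector assay measuring rescue of mutant channel to the surface after 24 h compound exposure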
* = called active by the depositor; ? = inconclusive; nt = not tested or not shown; & = joins results of further samples. Compounds as they come; any-hit rate near 4.2%.

no.	Compound	PAX8 reporter	ARNT-TACC3 inh	XiGFP reactiv	DENV2 CPE rescue	ERp5 block	EWS-Fli inh	INS-1E GSIS act	CFTR F508del cor
1	CC(C)NC(=O)N(C)C[C@@H]1Oc2c(NS(=O)(=O)c3ccc(Cl)cc3)cccc2C(=O)N([C@@H](C)CO)C[C@@H]1C	6	4	-0.3	-6	2	3	3	5.2
2	C[C@@H]1CCCCO[C@H](CN(C)S(=O)(=O)c2ccc(Cl)cc2)[C@@H](C)CN([C@H](C)CO)C(=O)c2cc(NC(=O)Nc3ccc(C(F)(F)F)cc3)ccc2O1	17	2	0.1	4	nt	-5	6	2.3
3	CN1CCN(C(=O)/C(=C\c2cccnc2)NC(=O)c2cccc(Br)c2)CC1	1	31	-0.1	?	-3	nt	24	-1.8
4	CCOC(=O)c1nc2sc3c(c2c(=O)n1C(C)C(=O)OCC)CCCC3 (stereo not drawn)	1	-11	0.1	-4	2	8	-19	-1.6
5	COc1cccc(S(=O)(=O)N[C@@H]2CC[C@H](CCn3cc(-c4ccccc4OC)nn3)O[C@@H]2CO)c1	17	25	-0.1	-2	-2	7	17	-3.0
6	CC(=O)N(C)C[C@H]1Oc2ncc(C#CC(C)(C)O)cc2C(=O)N([C@@H](C)CO)C[C@H]1C	nt	nt	0.3	-10	-1	-22	8	2.6
7	CC(=O)N(C)C[C@H]1Oc2cc(C#CC(C)(C)O)ccc2S(=O)(=O)N([C@H](C)CO)C[C@H]1C	nt	-3	-1.0	6	1	-5	8	-2.1
8	COc1ccc(Cl)cc1NC(=O)C1CCCN(S(C)(=O)=O)C1 (stereo not drawn)	10	-4	0.0	6	0	-9	6	-0.2
9	CCSc1cnn(-c2ccccc2)c(=O)c1Cl	0	-2	-0.1	-3	1	3	nt	-0.3
10	COc1ccccc1CNc1ncnc2cc(OC)c(OC)cc12	7	1	0.1	4	0	2	5	-3.5
11	CNC[C@@H]1Oc2cc(C#CCC3CCCC3)ccc2S(=O)(=O)N([C@H](C)CO)C[C@H]1C	nt	-1	-1.1	19	-4	25	13	-0.4
12	O=C(CNC(=O)c1ccc(OC(F)F)cc1)NCC1CCCO1 (stereo not drawn)	-41	nt	0.0	-1	2	nt	23	-2.2
13	C[C@@H]1CN([C@H](C)CO)C(=O)c2cc(-c3cccnc3)cnc2O[C@@H]1CN(C)C(=O)Nc1ccc(F)cc1	-8	-4	-0.5	11	0	-15	19	2.7
14	COc1ccc2c3c([nH]c2c1)[C@H](CO)N(Cc1ccccc1Cl)CC31CN(C(C)=O)C1	nt	nt	0.2	0	0	-8	-3	-1.0
15	CC1CC(C)(C)CC2(C1)NC(=O)N(CC(=O)NCc1ccccc1F)C2=O (stereo not drawn)	10	0	0.0	-1	-2	6	-22	4.8
16	N#CC(=Nc1ccccc1)c1ccccc1	nt	5	0.2	-4	8	-20	21	-2.3
17	COc1ccc(CN2C(=O)C(CC(=O)NC3CCCCC3)CC(C(=O)N3CCOCC3)=C2C)cc1 (stereo not drawn)	-17	nt	0.1	-4	-2	4	5	3.7
18	C[C@H](CO)N1C[C@H](C)[C@@H](CN(C)S(=O)(=O)c2cccs2)Oc2ccc(NC(=O)Cn3cnnn3)cc2C1=O	-14	-6&3	-0.7&-0.2	19&-1	1&7	-7&0	17&6	-0.2&-0.3
19	COc1ccc(CCNC(=S)NC(=O)c2ccc(Br)cc2)cc1OC	9	37	0.0	8	-1	3	-5	1.0
20	Cc1cc2oc(=O)cc(Cn3ccnc3)c2cc1Cl	21	-8	-0.1	26*	1	12	-31	0.1
21	CN(CC(=O)Nc1ccc(F)cc1)C(=O)c1ccc(-c2ccc(Cl)cc2)o1	0	-3	0.3	7	-1	-4	-21	1.4
22	CC(=O)N(C)c1ccc(N2CCOCC2)c2c1C(=O)c1ccccc1C2=O	2	12	-0.1	8	1	-12	nt	-0.4
23	CC(C)c1ccc2[nH]c(O)c(N=NC(=O)c3cccc(S(=O)(=O)Nc4cccc(Cl)c4)c3)c2c1	-20	-6	nt	-1	1	6	19	0.3
24	Cc1ccc2c(c1)N(S(=O)(=O)c1ccc(CN3C(=O)c4cccnc4C3=O)s1)CCO2	-6	5	0.0	-7	7	8	nt	0.4
25	Cc1cc(C)cc(NC(=O)CNC(c2ccccc2)c2ccccc2)c1	5	nt	0.1	-3	3	1	-29	2.5
26	COC(=O)C[C@@H]1CC[C@H]2[C@@H](COc3ccc(NC(=O)Nc4ccc(C#N)cc4)cc3C(=O)N2C)O1	3	-3	0.0	4	-5	13	-10	-0.6
27	COc1cccc(CC(=O)Nc2ccc3nc(C)sc3c2)c1	-11	3	0.1	-5	-2	-30	1	-4.3
28	CCc1ccc(NC(=O)CSc2nc3ccccc3nc2N2CCCCC2)cc1	-8	-6	0.0	5	0	-51	nt	1.5
29	COc1ccc(COC(=O)Nc2cn(C)nc2C(F)(F)F)cc1	4	-2	0.0	-5	4	-15	35	4.2
30	C[C@H]1CN([C@@H](C)CO)C(=O)c2cc(-c3cccnc3)cnc2O[C@@H]1CN(C)Cc1ccc(Oc2ccccc2)cc1	38	18	-0.1	-3	3	16	-12	0.0
31	CCOC(=O)[C@]12CCCC=C1N(Cc1ccccc1)C(=O)[C@H](CC(=O)NCc1cccc(C(F)(F)F)c1)C2	4	nt	-0.1	-5	-6	2	-1	-0.4
32	O=C(Nc1ccc2c(c1)Cc1cc([N+](=O)[O-])ccc1-2)C(F)(F)F	-60	nt	0.0	-1	9	-31	nt	-0.3
33	CCOC(=O)c1c(NC(=O)CN2CCCCC2)sc2c1CCCC2O (stereo not drawn)	32	4	-0.2	-3	-3	12	-5	2.2
34	Cn1c(=O)c2c(nc(Oc3ccccc3Br)n2C)n(C)c1=O	-7	-8	0.1	-5	8	-4	9	0.2
35	COc1ccc(S(=O)(=O)N(C)C[C@@H]2Oc3ccc(NC(=O)Cc4cn(C)c5ccccc45)cc3CC(=O)N([C@@H](C)CO)C[C@@H]2C)cc1	nt	6	-0.4	19	3	2	0	2.2
36	COc1ccccc1C(=O)NCCC(=O)N1CCCC(C)C1 (stereo not drawn)	5	0	0.0	-2	8	nt	6	3.1
37	O=C(c1ccc(CS(=O)(=O)c2ccccc2)o1)N1CCN(c2ccccc2)CC1	15	5	0.0	0	-1	nt	-7	-3.0
38	Cc1ccc(C23CC4CC(CC(C(=O)OCC(=O)N(C)C)(C4)C2)C3)cc1	0	-6	0.3	1	4	5	-37	3.0
39	COc1ccc(OC)c(C(=O)c2coc3cc(Br)c(O)c(Br)c23)c1	-5	1	0.1	-3	5	15	-25	1.7
40	COc1ccccc1NC(C)C(=O)N/N=C/c1ccccc1OCc1cccc(Br)c1 (stereo not drawn)	-2	5	0.1	nt	1	-24	1	-2.8
41	COc1ccc(CCNC(=O)CN2C(=O)NC(C)(c3ccc([N+](=O)[O-])cc3)C2=O)cc1 (stereo not drawn)	0	-5	0.3	-11	-1	11	1	-1.8
42	COCC(Cc1ccccc1)NC(=O)Cn1cc(C)c(=O)[nH]c1=O (stereo not drawn)	4	0	0.2	-4	7	3	7	-2.6
43	CC(C)NC(=O)c1cc(-c2ccco2)on1	nt	4	nt	-2	0	-60	3	0.4
44	CCc1ccc(NC(=O)c2cc(-c3ccc(OC)cc3)on2)cc1	nt	-14	nt	4	6	27	22	-5.6
45	COc1ccc(CCNC(=O)C(C(=O)c2ccc(F)cc2)n2ccccc2=O)cc1OC (stereo not drawn)	20	-6	0.1	-4	-7	1	5	-5.7
46	O=C(C[C@H]1CC[C@H]2[C@@H](COC[C@@H](O)CN2C(=O)c2ccccc2F)O1)NCc1ccccc1	0	4	0.1	-4	-1	-9	5	0.7
47	COc1cccc(/C=N/n2c(C3CCCCC3)n[nH]c2=S)c1OC	13	-7	0.3	?	1	8	23	-5.3
48	Brc1ccc(-c2noc(COc3ccc4ccccc4c3)n2)o1	5	-4	0.4	-2	4	-3	6	-1.0
49	Cc1ccc(NC(=O)CN(c2ccc3c(c2)OCO3)S(=O)(=O)c2c(C)n[nH]c2C)cc1	11	-14	0.1	-8	-1	-3	-14	-3.0
50	CC(C)NC(=O)N(C)C[C@H]1Oc2ccc(NC(=O)Cc3cn(C)c4ccccc34)cc2C(=O)N([C@H](C)CO)C[C@H]1C	-1	-5	0.2	-6	-4	-18	-14	0.3

(cont.)
no.	Compound	PAX8 reporter	ARNT-TACC3 inh	XiGFP reactiv	DENV2 CPE rescue	ERp5 block	EWS-Fli inh	INS-1E GSIS act	CFTR F508del cor
51	O=C(CCN1C(=O)C2CC=CCC2C1=O)Nc1cc(C(F)(F)F)ccc1N1CCCC1 (stereo not drawn)	-2	1	0.2	2	-3	7	-16	-1.4
52	COCCc1ccc(OC2(C)CCN(Cc3cccn3-c3nccs3)C2)cc1 (stereo not drawn)	18	nt	0.2	3	6	-1	nt	-0.8
53	Cc1ccc(N(CCC#N)C(=O)COC(=O)C2CCN(S(=O)(=O)c3ccc4c(c3)OCCO4)CC2)cc1	1	-1	0.1	-3	2	-3	-18	2.0
54	O=C(c1ccc([N+](=O)[O-])cc1)N1CCN=C1SCc1ccccc1	5	-1	0.1	-5	-3	14	-15	nt
55	COc1ccc(-c2csc(NCCn3c(C)nc4cc(C(F)(F)F)ccc43)n2)cc1	8	-6	0.0	14	6	-10	-1	-0.8
56	Cc1nc(Br)c(Br)n1Cc1ccccc1	12	nt	0.2	-6	-1	-5	nt	1.6
57	CCCOc1ccc(F)cc1-c1cc(C(=O)NCc2cccc(C(F)(F)F)c2)[nH]n1	26	nt	-0.1	-11	-1	11	-16	-0.3
58	COc1ccc(CN(C)C(=O)Cc2c[nH]c3ccccc23)c(OC)c1OC	7	-7	0.0	3	-2	20	3	1.0
59	Cc1ccccc1Cn1c(O)c(N=NC(=S)Nc2ccccc2F)c2ccccc21	25	1	0.0	?	-7	28	6	0.0
60	CC(C(=O)Nc1cccc([N+](=O)[O-])c1)[n+]1ccccc1 (stereo not drawn)	20	15	0.4	-2	-1	-4	17	-4.6
61	C[C@@H]1CCCCO[C@@H](CN(C)Cc2ccccc2)[C@@H](C)CN([C@@H](C)CO)C(=O)c2cc(NC(=O)c3ccccc3)ccc2O1	-24	-5	0.0	11	nt	-4	-22	3.0
62	CCOC(=O)N1CCN(CC(=O)Nc2sccc2C#N)CC1	1	6	-0.2	-4	5	-6	4	3.4
63	C[C@H](CO)N1C[C@H](C)[C@@H](CN(C)S(=O)(=O)c2ccc(C(F)(F)F)cc2)OCc2ccccc2-c2c(n(C)c3ccccc23)C1=O	37	nt	-1.1	?	-5	20	10	-7.3
64	C[C@@H]1NC(=O)[C@H](CCC(N)=O)NC(=O)c2cc([N+](=O)[O-])cc(I)c2NCCC[C@@H](C(N)=O)NC1=O	-2	9	-0.3	1	-7	-2	0	0.2
65	C/C=C/c1cnc2c(c1)C(=O)N([C@@H](C)CO)C[C@H](C)[C@@H](CN(C)C(=O)CCN1CCCCC1)O2	-15	nt	0.0	nt	nt	-7	-2	0.3
66	COc1cc(NC(=O)C2CCCN(S(=O)(=O)c3ccc4[nH]c(=O)ccc4c3)C2)cc(OC)c1 (stereo not drawn)	13	-3	0.0	-1	3	nt	7	0.4
67	Cn1cc([N+](=O)[O-])c(C(=O)NC2CCCCCCC2)n1	9	14	0.9	-8	-3	nt	9	-0.5

Screens (PubChem BioAssay)
